NPYLR7 agonist = mosquito NPYLR7 agonism | HEK293T NPYLR7/Galpha15, GCaMP6s calcium fluorescence | activation, % at 10 µM | 0.15% of 270,000 active; in the data active = activation above about 40%;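 note: 0% = vehicle and 100% = reference agonist at the receptor; some compounds past the cut are filed as inactive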
mcGAS inh = mouse cGAS inhibition by luminescence | Q8C6L5 | recombinant cGAS, Kinase-Glo ATP depletion luminescence | inhibition, % at 12.5 µM | 0.15% of 160,000 active;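 note: 0% = negative control wells and 100% = reference inhibitor with no enzyme activity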
hcGAS lum = blocks human cGAS activity. Q8N884. recombinant h-cGAS, ATP depletion, Kinase-Glo luminescence. inhibition, % at 12.5 µM. 0.081% of 290,000 active. AID 1259398;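 note: 0% = vehicle reaction and 100% = reaction without DNA for no activity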
Target sequence (Q8N884 whole entry, looked up): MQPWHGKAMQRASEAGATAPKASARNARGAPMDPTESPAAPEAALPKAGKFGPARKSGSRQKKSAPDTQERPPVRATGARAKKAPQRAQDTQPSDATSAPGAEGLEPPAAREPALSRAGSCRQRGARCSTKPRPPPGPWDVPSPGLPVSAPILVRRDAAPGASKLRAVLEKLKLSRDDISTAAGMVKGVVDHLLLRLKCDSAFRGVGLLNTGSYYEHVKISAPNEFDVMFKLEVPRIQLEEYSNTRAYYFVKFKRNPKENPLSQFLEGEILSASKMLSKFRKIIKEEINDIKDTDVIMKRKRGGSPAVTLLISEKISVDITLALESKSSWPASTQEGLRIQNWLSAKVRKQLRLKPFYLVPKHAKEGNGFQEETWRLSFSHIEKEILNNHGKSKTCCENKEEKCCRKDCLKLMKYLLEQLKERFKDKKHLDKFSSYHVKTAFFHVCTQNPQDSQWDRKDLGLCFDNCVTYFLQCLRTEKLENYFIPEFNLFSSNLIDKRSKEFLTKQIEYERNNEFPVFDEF
Active calls of the source: *; / = not tested or not shown. Cut-off read from the data, not from the text of the source, unless noted: active = inhibition above about 40%; inactive = the rest.

SMILES	NPYLR7 agonist	mcGAS inh	hcGAS lum
O=C1COc2cc(NC(=O)N(Cc3cccnc3)CC3CCCO3)c(Cl)cc2N1 (stereo unspecified)	4.5	/	-3.8
COc1ccc(-c2cc(C(=O)N3CCN(c4ccccc4OC)CC3)n(-c3cc(C)ccc3C)n2)c(OC)c1	-1.2	-5.7	-3.2
CCC(C)N(Cc1cccc(OS(=O)(=O)c2cccc(C(F)(F)F)c2)c1)C(=O)COc1ccc(Cl)cc1 (stereo unspecified)	/	-4.6	-3.8
CCOC(=O)C1(Cc2ccccc2C)CCCN(C(=O)Nc2ccc3c(c2)OCO3)C1 (stereo unspecified)	4.6	-4.2	0.0
CN1CCCN(CC(=O)N[C@@H]2COCC[C@@H]2OCC2CC2)CC1	/	-4.9	-10.6
CCN(CC)CCCNc1nc(=O)[nH]nc1C	14.7	-3.8	-6.4
Cc1ccc(/C=N\NC(=O)C(C)Sc2nc3ccccc3s2)cc1 (stereo unspecified)	3.4	-6.8	-4.6
CN1CCN([C@H]2CN(Cc3ccc(Sc4nncn4C)o3)C[C@@H]2O)CC1	-2.0	/	-1.8
Cc1cc(C)cc(NC(=O)CCn2cnc3sc4c(c3c2=O)CCCC4)c1	5.4	/	-8.5
Cc1nc(C(C)NC(=O)c2[nH]c3c(C)ccc(C)c3c2C)n[nH]1 (stereo unspecified)	-2.1	/	-6.2
CN(C)C(=O)CCC(=O)N1CCN(Cc2cccc(-c3noc(C4CCCC4)n3)c2)CC1	21.4	-7.1	-5.1
O=C(c1cccnc1)N1CCc2c(ncnc2NCCn2cccn2)C1	0.7	/	-3.4
c1cnn(CC2CN(Cc3cc4n(n3)CCNC4)CCCO2)c1 (stereo unspecified)	3.0	-12.9	-2.8
CC(=O)Nc1cccc(C2=NN(S(C)(=O)=O)C(c3ccco3)C2)c1 (stereo unspecified)	2.5	-3.8	-5.1
Cn1nccc1C(=O)N1CCCC1C(=O)Nc1cccc(-n2cccn2)c1 (stereo unspecified)	2.5	/	-1.5
O=C(O)c1cc(F)ccc1-c1cccc(C(F)(F)F)c1	1.6	/	8.1
Cc1cccc(OC(C)C(=O)NNC(=O)C2CC2c2cccnc2)c1C (stereo unspecified)	-1.1	-11.5	-6.4
CCCCn1c(C)cn2c3c(=O)n(C)c(=O)n(C)c3nc12	12.6	/	-8.5
CCc1cccc2c(C(CC(=O)NC(C)c3ccccc3)c3cccc(C(F)(F)F)c3)c[nH]c12 (stereo unspecified)	/	-8.2	-7.1
Cc1ccccc1C1c2ccsc2CCN1CC(=O)N1CCN(C(=O)C(C)(C)CCl)CC1 (stereo unspecified)	-24.9	-4.4	-3.1
O=C(c1cc(-c2ccccc2F)on1)N1CCc2ccc(O)cc2C1	2.0	/	-0.8
CC(=O)Nc1ccc(-c2c(-c3cccc(C)c3)[nH]n(-c3ccccc3C)c2=O)cc1	7.9	-5.1	-1.1
O=C(Nc1cc2c(cc1Cl)OCCCO2)C1CCCN(C(=O)Nc2ccccc2)C1 (stereo unspecified)	1.6	/	-0.2
C=CCN1C(=O)NC(c2cccc(OCc3ccccc3)c2)C2=C1CN(Cc1cccc(C(F)(F)F)c1)C2=O (stereo unspecified)	-13.4	-5.5	-21.6
Cc1nc(C)c(CS(=O)CC(=O)N(C)Cc2cccs2)s1 (stereo unspecified)	-2.0	/	-8.9
SMILES	NPYLR7 agonist	mcGAS inh	hcGAS lum
COc1ccc(Cl)cc1NC(=O)CSc1nc(C(F)(F)F)cc(=O)[nH]1	-1.1	-1.9	4.1
COc1ccc(F)c(CN2CCCC3(CCN(Cc4cccnc4)C3)C2=O)c1 (stereo unspecified)	1.0	/	-9.3
COCCCN(Cc1c(-c2ccc(F)cc2)noc1N1CCN(C)CC1)C(=O)Nc1ccc(C)cc1	9.3	-5.3	-4.5
COc1cc(C(=O)N2[C@@H]3CC[C@H]2CN(C)C(=O)C3)ccn1	1.0	-16.6	-6.2
O=C(CNC(=O)C1CC1(c1ccccc1)c1ccccc1)NCc1ccc(O)c(O)c1 (stereo unspecified)	-6.3	/	-7.6
Cc1cc(O)c(C=O)c2c1C(=O)Oc1c(C)c(O)c3c(c1O2)C(O)OC3=O (stereo unspecified)	-8.4	/	42.2*
COc1ccc(-c2nc(-n3c(C)c(C(C)=O)c(C(C)=O)c3C)sc2C)cc1OC	-3.6	/	-3.6
O=S(=O)(c1ccc2c(c1)OCCCO2)N1CCN(c2ncc(Cl)cc2Cl)CC1	-1.4	/	-12.2
CCc1nc2ccc(C(=O)NCCNC(C)=O)cn2c1N(C)Cc1ccc(Cl)cc1	-4.7	-6.4	-6.5
CC(OC(=O)c1ccc(F)cc1Br)C(N)=O (stereo unspecified)	1.2	-6.6	1.2
C[N+](C)(CCOc1ccccc1)Cc1ccccc1	-2.3	-3.3	-1.2
Cc1cccnc1NC(=O)C(c1ccccc1)N1CCSCC1 (stereo unspecified)	-4.4	/	-1.5
C1COC(c2nnc3n2CCNCC3)C1 (stereo unspecified)	4.7	-17.9	-3.2
Cc1nc(-n2nc(-c3cccs3)cc2NC(=O)Cc2ccc(F)cc2)[nH]c(=O)c1C	8.9	/	-4.2
Cn1cc(C(O)CNC(=O)Cc2ccc(-c3ccccc3)cc2)cn1 (stereo unspecified)	3.4	/	-3.0
O=C1N/C(=C/c2ccc(Br)cc2)C(O)=C1C=NCc1ccccc1	9.8	/	-4.9
OCc1csc(COc2ccc(Cl)cc2CNCc2cccc(C(F)(F)F)c2)n1	8.8	/	-4.0
COc1cccc(C(=O)NCC2CCCN(Cc3cccc4cccnc34)C2)c1OC (stereo unspecified)	18.9	/	-11.8
C=CCN(CC(O)COC(=O)CCC)CC1CC(c2ccc(Cl)cc2)=NO1 (stereo unspecified)	-3.3	-6.0	-4.6
CC12CN(NC=O)C3(C#N)CC1CCC23C (stereo unspecified)	-0.2	/	2.3
NC(=O)C1CCN(C(=O)c2ccc(-c3cccc(Cl)c3Cl)o2)CC1	-15.5	/	-9.0
S=c1nc[nH]c2cc(-c3ccc(Br)cc3)sc12	-9.6	/	-2.9
C=CCNC(=O)c1ccccc1N1CCC(NC(=O)C2CC2)CC1	-3.2	-5.2	-0.4
CCCCCCOc1ccccc1C(N)=O	-17.9	/	-1.7
CCCOc1cccc(C(=O)N2c3ccccc3CCC2C)c1 (stereo unspecified)	2.1	/	-7.5
SMILES	NPYLR7 agonist	mcGAS inh	hcGAS lum
CC(C)NC(=O)Nc1ccc(CNC(=O)CO[C@H]2C[C@@H](C)CC[C@@H]2C(C)C)cc1	-7.0	-3.0	-2.8
CC(NC(=O)c1cc2n(n1)CCN(C)C2)c1ccccc1-n1cccn1 (stereo unspecified)	-1.0	-13.6	-1.6
Cc1cccc2sc(NC(=O)CNC(=O)c3ccc4c(c3)OCO4)nc12	-0.6	-15.0	-2.7
COc1cc2ccccc2cc1C(=O)Oc1cccc2cccnc12	-2.3	-3.6	-3.0
COc1ccc(NC(=O)N2CCN(c3cc(Oc4ccc(Cl)cc4)ncn3)CC2)cc1	-8.5	-4.3	-4.8
COc1ccccc1N1CCN(c2ccc(NC(=O)Nc3c(C)cccc3C)cc2C(=O)N2CCCCC2)CC1	-6.6	-4.8	-3.8
CCS(=O)(=O)c1ccc(C(=O)N(Cc2ccccn2)c2nc3c(Cl)cccc3s2)cc1	2.8	-8.5	-0.1
COCC(=O)N1CCC2(CC1)CN(CC1C[C@H]3C=C[C@@H]1C3)CCN2C (stereo partly specified)	0.4	-15.9	-5.4
CNc1ncc(CN(C)C(=O)c2cccc(-n3cccn3)c2)cn1	23.1	/	-4.2
CCc1nc(CN2CCCC(C(=O)Nc3ccccc3-c3ccc(OC)cc3)C2)c(C)[nH]1 (stereo unspecified)	-25.3	0.4	-3.4
Cc1ccc2oc3c(c(=O)c2c1)C(c1cccc([N+](=O)[O-])c1)N(c1cc(C)on1)C3=O (stereo unspecified)	7.4	/	-7.9
Cc1ccc(Sc2ccc(NC(=O)CN(CC(N)=O)C(C)C)cc2)c(C)c1	-1.2	/	-5.2
CCSc1nnc(-c2ccc(Cl)cc2Cl)o1	10.1	-2.5	-8.7
O=C(CCCSc1ccc(NC(=O)C2CC2)nn1)NCCN1CCOCC1	-1.4	-9.0	-7.3
O=C(Nc1ccc(N2CCOCC2)cc1)c1ccccc1N1CCCC1=O	-2.7	-0.9	4.4
Cc1cnc(C(=O)N2CCOC(COc3ccc(Cl)c(C)c3)C2)cn1 (stereo unspecified)	20.2	/	-2.2
Cn1c(=O)c2c(nc(CN3CCOCC3)n2Cc2ccc(Cl)c(Cl)c2)n(C)c1=O	1.9	/	4.8
COc1ccc(-c2nccc(N3CCC(O)C3)n2)cn1 (stereo unspecified)	1.3	-21.7	-2.6
COc1c(C)cc(CN(C)C(=O)NCc2ccncc2)cc1C	4.8	/	-10.0
CCOC(=O)NC(=S)Nc1ccc(CP(=O)(OCC)OCC)cc1	-13.4	-3.2	-6.1
COc1cccc(-n2cc(CN(C)Cc3cnc(S(C)(=O)=O)n3CC(C)C)cn2)c1	4.8	/	-5.3
COCC(=O)Nc1ccc(N(C)C)c(CN(C(=O)COC)C2CCCCC2)c1	-4.4	-5.3	-7.4
Cc1ccc(-n2nnnc2CNS(C)(=O)=O)cc1	1.1	-7.1	-6.2
O=C(NC1CCc2[nH]ncc2C1)c1ccc(OC2CCCC2)cc1 (stereo unspecified)	-7.2	/	-5.6
CN(Cc1nc2ccccc2s1)C(=O)c1cc(CN2CCOCC2)on1	-5.9	-18.8	-7.2
SMILES	NPYLR7 agonist	mcGAS inh	hcGAS lum
CC(C)Cc1ccc(CN2CCCC(NC(=O)CCc3cnn(C)c3)C2)cc1 (stereo unspecified)	-1.3	/	-8.8
CCN(CCn1cccn1)C(=O)c1cc(COc2ccc(-n3cncn3)cc2)on1	-3.0	-3.9	-12.2
CCCOc1cccn2c(N(C)C(=O)c3cccc(OC)c3)c(CC)nc12	5.0	-2.7	-4.5
COc1ccc(NC(=O)N(Cc2ccc(OS(C)(=O)=O)cc2)Cc2ccco2)c(OC)c1	11.0	-6.0	-8.0
CCOC(=O)CCCSc1nc(N)c2c(C)c(C)sc2n1	-1.2	/	-8.3
CC(=O)NCCn1cnc(-c2ccccc2)c1-c1[nH]c2ccccc2c1C	28.4	-9.4	-5.6
Cn1ncnc1-c1ccnc(N2CCCC(F)(F)C2)n1	-0.9	-8.2	-6.4
Cc1cc2nc(-c3ccc(NC(=O)c4cc([N+](=O)[O-])c(C)c([N+](=O)[O-])c4)cc3)oc2cc1C	-5.1	-5.9	7.9
COc1ccc(CC(=O)NC2CCN(CC(=O)NC(C)C)CC2)cc1	9.4	-8.4	-7.7
O=C(Nc1ccnn1Cc1ccccc1)C1CCN(S(=O)(=O)c2ccc(F)c(F)c2)CC1	2.8	/	-3.0
O=C(Nc1ccc(F)cc1)C1CC(=O)N(CCc2ccccc2)C(=Nc2cccc(Cl)c2)S1 (stereo unspecified)	2.6	-5.9	-6.8
CCC(C)NC(=O)c1c(O)nc2cc(C)ccn2c1=O (stereo unspecified)	-0.7	-7.4	-7.3
CN(Cc1ccno1)C(=O)c1cc2n(n1)CCCN(Cc1ccccc1)C2	6.4	-17.6	-6.4
CSc1n[nH]c2nc3c(c(=O)n12)C1(CCCC1)Cc1ccccc1-3	9.6	/	6.3
Cn1c(=O)n(CC(N)=O)c(=O)c2c1nc1n2CCCN1Cc1ccco1	/	-9.2	-9.6
Cc1cc(C)cc(NC(=O)CCC(=O)c2ccc3ccccc3c2)c1	7.1	/	-6.7
O=C(CSc1nnc(-c2ccncc2)n1-c1cccc(C(F)(F)F)c1)N1CCOCC1	-3.4	-2.2	-3.7
Cc1ccnc(CC(C)N(C)C(=O)c2cc(=O)c3ccccc3o2)c1 (stereo unspecified)	5.1	-9.5	-8.4
N#CCCN(Cc1ncc(-c2ccccc2Cl)o1)CC1CC1	1.0	/	-16.2
CC(C)C(=O)NCC(=O)N1CCC2(CC1)c1ccccc1[C@@H](N)[C@@H]2O	3.8	/	-5.2
COCC(C)NC(=O)CSc1nc2ccccc2c(=O)n1-c1cccc(C)n1 (stereo unspecified)	-3.5	/	3.5
Cc1ccc(NC(=O)NC2CCN(c3ccccc3C(=O)NCC3CC3)CC2)cc1	19.8	-5.6	-5.6

Reformatted: results already given.
| SMILES | NPYLR7 agonist | mcGAS inh | hcGAS lum |
| --- | --- | --- | --- |
| COc1ccc(-c2cc(C(=O)N3CCN(c4ccccc4OC)CC3)n(-c3cc(C)ccc3C)n2)c(OC)c1 | -1.2 | -5.7 | -3.2 |
| CCC(C)N(Cc1cccc(OS(=O)(=O)c2cccc(C(F)(F)F)c2)c1)C(=O)COc1ccc(Cl)cc1 (stereo unspecified) | / | -4.6 | -3.8 |

In the list so far, these have an NH in an aromatic ring.
SMILES	NPYLR7 agonist	mcGAS inh	hcGAS lum
CCN(CC)CCCNc1nc(=O)[nH]nc1C	14.7	-3.8	-6.4
Cc1nc(C(C)NC(=O)c2[nH]c3c(C)ccc(C)c3c2C)n[nH]1 (stereo unspecified)	-2.1	/	-6.2
CCc1cccc2c(C(CC(=O)NC(C)c3ccccc3)c3cccc(C(F)(F)F)c3)c[nH]c12 (stereo unspecified)	/	-8.2	-7.1
CC(=O)Nc1ccc(-c2c(-c3cccc(C)c3)[nH]n(-c3ccccc3C)c2=O)cc1	7.9	-5.1	-1.1
COc1ccc(Cl)cc1NC(=O)CSc1nc(C(F)(F)F)cc(=O)[nH]1	-1.1	-1.9	4.1
Cc1nc(-n2nc(-c3cccs3)cc2NC(=O)Cc2ccc(F)cc2)[nH]c(=O)c1C	8.9	/	-4.2
S=c1nc[nH]c2cc(-c3ccc(Br)cc3)sc12	-9.6	/	-2.9
CCc1nc(CN2CCCC(C(=O)Nc3ccccc3-c3ccc(OC)cc3)C2)c(C)[nH]1 (stereo unspecified)	-25.3	0.4	-3.4
O=C(NC1CCc2[nH]ncc2C1)c1ccc(OC2CCCC2)cc1 (stereo unspecified)	-7.2	/	-5.6
CC(=O)NCCn1cnc(-c2ccccc2)c1-c1[nH]c2ccccc2c1C	28.4	-9.4	-5.6
CSc1n[nH]c2nc3c(c(=O)n12)C1(CCCC1)Cc1ccccc1-3	9.6	/	6.3
